Source: PubChem (National Center for Advancing Translational Sciences (NCATS))
PLK1 PBD inh = PLK1 (human) polo-box domain binding inhibition. Potency, µM, inactives show max response, negative = inhibition, hits mostly inhibitors. Plk1 PBD binding of FITC phosphopeptide, fluorescence polarization. P53350. 360,000 compounds, 2.8% hits; also: potency is read from the fitted curve at half-maximal effect; series mostly up to about 57 µM; % is scaled to controls: 0 for no effect and ±100 for the full control effect; nearly all actives have a fitted effect of over 65% in size
Target sequence (P53350 whole entry, looked up, the tested form may be a part): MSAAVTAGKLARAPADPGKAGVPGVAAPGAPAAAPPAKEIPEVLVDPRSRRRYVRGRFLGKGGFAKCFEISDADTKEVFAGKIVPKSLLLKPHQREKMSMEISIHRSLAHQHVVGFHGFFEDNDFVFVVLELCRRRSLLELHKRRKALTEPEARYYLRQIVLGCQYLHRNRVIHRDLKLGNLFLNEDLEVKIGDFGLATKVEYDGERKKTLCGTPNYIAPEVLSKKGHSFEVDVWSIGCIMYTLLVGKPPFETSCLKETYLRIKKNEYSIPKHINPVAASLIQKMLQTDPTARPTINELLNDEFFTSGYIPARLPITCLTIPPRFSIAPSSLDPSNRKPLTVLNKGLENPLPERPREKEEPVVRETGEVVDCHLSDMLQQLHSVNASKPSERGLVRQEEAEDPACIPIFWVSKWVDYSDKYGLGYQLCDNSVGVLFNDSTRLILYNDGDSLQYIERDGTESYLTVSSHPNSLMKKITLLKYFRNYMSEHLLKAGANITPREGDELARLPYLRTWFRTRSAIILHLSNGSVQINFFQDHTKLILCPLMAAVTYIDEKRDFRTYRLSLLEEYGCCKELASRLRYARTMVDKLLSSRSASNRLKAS
EPAC2 agonist = agonists of human EPAC2 (RAPGEF4); 360,000 compounds, 0.079% hits; Potency, µM (doses to about 154 µM), inactives show at the top dose activation, actives largely listed as activators; EPAC2 activation, biochemical qHTS; response scale: 100% = 6.5 mM cAMP response; Q8WZA2; AID 720711; also: potency is read from the fitted curve at half-maximal effect; nearly all actives have a fitted effect of over 50% in size
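Compounds were added across a concentration range to EPAC2 (100 nM), RAP1B-BODIPY-GDP (250 nM) and GDP (50 uM). After 5 min at room temperature, fluorescence was recorded at 5-min intervals for 30 min.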
WRN helicase inh = inhibitors of human WRN helicase; Q14191; WRN helicase unwinding, fluorescent forked duplex, kinetic; Potency, µM (titrated, usually from 114 µM), without a hit: top-dose activity change, negative = inhibition, most hits filed as inhibitors; 360,000 compounds, 0.46% hits; AID 651768; also: potency is read from the fitted curve at half-maximal effect; % is scaled to controls: 0 for no effect and ±100 for the full control effect; nearly all actives have a fitted effect of over 55% in size
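Kinetic red-fluorescence monitoring (525/598 nm) tracks WRN helicase activity after 100 nM fluorophore-quencher forked duplex and 2 mM ATP are added to 20 nM enzyme pretreated 15 min at room temperature with compound.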
EPAC1 antagonist = blocks human EPAC1 exchange factor; EPAC1 GEF assay, Rap1b-BODIPY-GDP exchange fluorescence; Potency, µM (highest dose often 115 µM), without a hit: at the top dose activity change, negative = inhibition, usual class: inhibitors; 360,000 compounds, 0.14% hits;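 also: potency is read from the fitted curve at half-maximal effect; plate controls were vehicle for no effect and positive control for full effect; nearly all actives have a fitted effect of over 50% in size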
CCT chaperon mod = modulators of cytosolic chaperonin (CCT/TRiC) activity. 360,000 compounds, 0.3% hits. activity change, % (test concentration not listed), hits read low. purified chaperonin ATPase assay, HTRF ADP detection, 30 min. AID 651819; in the data active = activity change below about -30%; also: % is scaled to controls: 0 for no effect and ±100 for the full control effect
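Enzyme 40 or 20 nM (batch-dependent) in Tris pH 7.4/KCl/MgCl2/DTT; cpd 76 uM single point; ATP 10 uM; 30 min 37 °C; Transcreener ADP HTRF detection, 30 min RT; ratio 665/615.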
IL2 activator = activates IL-2 in a cell-based reporter assay | IL-2 activation reporter assay, cell-based qHTS; stimulated with anti-CD3/CD4/CD28 beads; in transgenic mouse T cells | activation, % (series mostly up to about 46 µM) | 360,000 compounds, 0.065% hits | AID 652025; in the data active = activation above about 50%; inconclusive = mostly about 30% to 49%; also: 0% is about no effect
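Unstimulated transgenic mouse T cells; 60-min compound exposure; bead-based TCR/CD4/CD28 stimulation; 18 h culture, 37 degrees C; dual fluorescence (EGFP, DsRed) plate cytometry.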
PI5P4K alpha inh = inhibitors of human PI5P4K alpha; P48426; PI5P4Kalpha enzyme, ADP-Glo luminescence, 60 min; active compounds read low; max response, %; 330,000 compounds, 1.2% hits; AID 652105; active = max response of -50% or lower; inconclusive = between -30% and -50%; inactive = -30% or higher; also: value at the top dose of about 77 µM; % is scaled to controls: 0 for no effect and ±100 for the full control effect
Target sequence (P48426 whole entry, looked up): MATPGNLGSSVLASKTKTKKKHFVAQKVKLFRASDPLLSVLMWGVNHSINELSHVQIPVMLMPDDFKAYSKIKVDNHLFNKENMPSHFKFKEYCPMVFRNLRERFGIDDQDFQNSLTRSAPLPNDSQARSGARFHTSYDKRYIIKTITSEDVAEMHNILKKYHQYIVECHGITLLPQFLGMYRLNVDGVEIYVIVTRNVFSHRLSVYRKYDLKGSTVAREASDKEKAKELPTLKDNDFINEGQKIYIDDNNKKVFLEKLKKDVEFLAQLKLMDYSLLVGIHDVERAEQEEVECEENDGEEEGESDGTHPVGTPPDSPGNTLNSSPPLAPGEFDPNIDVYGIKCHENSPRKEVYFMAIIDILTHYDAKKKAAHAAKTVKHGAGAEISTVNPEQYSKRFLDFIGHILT
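qHTS, 1536-well: enzyme/substrate mix, compound by pin tool, 5 microM ATP final; RT 60 min; ADP-Glo reagents 1 (45 min) then 2 (30 min); luminescence.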
EPAC1 agonist = agonists of human EPAC1; O95398; EPAC1 agonist qHTS, biochemical assay; response scale: 100% = response to 6.5 mM cAMP; Potency, µM (doses to about 154 µM), for inactives: at the highest dose activation, actives largely listed as activators; 360,000 compounds, 0.073% hits; AID 720707; also: potency is read from the fitted curve at half-maximal effect; nearly all actives have a fitted effect of over 60% in size
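Nucleotide exchange by EPAC1 (100 nM) on Rap1B–BODIPY-GDP (250 nM) in the presence of 50 uM GDP is tracked fluorescently at 480/540 nm over 30 min. Signals are normalized to a 6.5 mM cAMP control.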
Starred values were filed as active, the others as inactive; ? = inconclusive; . = no result given; [ ] = dose if it differs, or a comment. Unless noted, calls follow the shape of the dose curve; as a rule, active = well fitted curve in the direction sought with a large enough effect; inconclusive = small, poorly fitted or top-dose-only effect, or another doubt; inactive = no such curve, though single readings can be large; an effect the other way counts as inactive or inconclusive. Not all compounds are listed (hit frequency here may not be typical).

SMILES	PLK1 PBD inh	EPAC2 agonist	WRN helicase inh	EPAC1 antagonist	CCT chaperon mod	IL2 activator	PI5P4K alpha inh	EPAC1 agonist
CC1(C)NC(=O)N(CN2C(=O)NC(C)(C)C2=O)C1=O	0.7%	8.9%	4.6%	-0.7%	0.5	3.0	.	2.1%
CC(=O)c1cc(-c2ccccc2)n(CC(=O)NC(C)(C)C)c1C	-11.7%	6.3%	1.5%	-4.9%	1.0	-0.2	13.4	7.0%
CCN1C(=O)C(CC(=O)Nc2ccccc2)S/C1=N\c1ccccn1 (stereo not given)	-0.5%	-2.0%	0.0%	3.8%	0.8	6.7	4.8	5.2%
CC(C)(C)c1ccc(S(=O)(=O)CC(O)CSc2nc3c(cc2C#N)CCCC3)cc1 (stereo not given)	0.3%	2.9%	-8.8%	2.7%	-1.9	0.6	1.8	4.6%
CCc1ccc(CN2CCCC(CCC(=O)N3CCN(c4ccccn4)CC3)C2)o1 (stereo not given)	-1.3%	-3.0%	-8.4%	-18.1%	2.3	-0.5	-3.4	-2.5%
CCOC(=O)c1nc2cc3n(c(CC(C)C)c-2c1C)CC(C)=C3C	-7.5%	-2.9%	-13.4%	-7.8%	-1.5	0.0	?	0.0%
COC(=O)CSc1ccc(S(=O)(=O)N2CCCCCC2)cc1[N+](=O)[O-]	-7.7%	4.9%	-2.2%	-13.4%	-0.3	0.1	1.9	1.8%
Cc1c(NC(=O)NCCN2C(=O)C3C4C=CC(C4)C3C2=O)c(=O)n(-c2ccccc2)n1C (stereo not given)	-13.9%	12.4%	5.7%	-19.3%	-0.7	-3.5	-4.5	3.5%
CCOC(=O)[C@]12CCC=C1N(Cc1cccc3ccccc13)C(=O)[C@H](CC(=O)NCCC(C)C)C2	-9.5%	-12.0%	-2.9%	-2.0%	-1.1	-0.9	10.2	-1.3%
O=[N+]([O-])c1ccc(COn2nnc3ccccc32)cc1	7.8%	1.5%	0.9%[57.1 µM]	-12.1%	1.5	-0.9	-6.7	-3.2%
Cc1ccccc1OCC(=O)Nc1ccc(S(=O)(=O)Nc2onc(C)c2C)cc1	-16.3%	4.6%	-19.9%	-4.1%	0.7	0.9	1.1	-0.6%
O=C(Cc1cccs1)N[C@@H]1c2ccccc2CC[C@H]1OCc1ccccc1	-11.2%	8.5%	-3.7%	6.5%	-3.7	0.1	-3.9	-8.8%
CN(CC(=O)Nc1ccc(Cl)c(C(F)(F)F)c1)C(=O)CCc1nc2ccccc2c(=O)[nH]1	5.5%	-9.5%	2.3%	2.0%	-0.3	-2.9	1.7	4.2%
COc1cc(Cl)c(C)cc1NC(=O)COc1ccccc1[N+](=O)[O-]	-15.1%	-0.3%	5.9%	17.6%	0.9	-2.0	-13.2	10.0%
CC(C)CNC(=O)c1cccc(NC(=O)CSc2ccccc2)c1	-13.8%	10.3%	-3.2%	-9.0%	-6.0	-2.8	0.1	-7.3%
CC12CCC(=O)N1c1ccccc1C(=O)N2c1ccccc1 (stereo not given)	-8.7%	2.4%	1.3%	-6.1%	4.3	0.3	.	-4.0%
O=C(N=C1SC2CS(=O)(=O)CC2N1CCc1ccccc1)C1CC1 (stereo not given)	-5.7%	1.6%	0.3%	5.8%	-2.0	-2.6	1.0	4.3%
CC1C/C(=N/N2C(=O)CSC2=S)CC(C)(C)C1 (stereo not given)	-14.7%	-1.3%	-29.1%	4.9%	-1.6	-0.4	-23.6	5.4%
COc1cc(CNC(=O)OC2CC3CC2[C@H]2CCCCN2C3=O)cc(OC)c1 (stereo not given in full)	-7.0%	-1.1%	4.3%	17.0%	0.6	-0.7	-3.4	-2.1%
CCc1nn(CC(=O)NCCCN(C)C2CCCCC2)c(=O)c2cc3occc3n12	-8.4%	5.1%	3.5%	-7.7%	-3.7	-1.2	3.2	6.9%
CC1CCc2nn(CC(=O)NCc3ccc(F)cc3)cc2C1 (stereo not given)	?	5.2%	3.0%	-9.5%	-0.8	-1.7	3.4	-10.9%
COc1ccc(-c2nn(CCC#N)cc2C(=O)Nc2ccccn2)cc1OC	0.9%	2.1%	0.0%	-5.6%	0.2	-3.0	3.2	0.0%
C=CCN1C(=O)CS/C1=N\S(=O)(=O)c1ccc(Cl)cc1	0.9%	-16.7%	12.4%	19.7%	2.4	-0.6	3.6	-1.6%
Oc1ccc2ccccc2c1CN1CCOCC1	26.7µM*	6.3%	-12.5%	-13.5%	-1.4	-2.5	-6.4	4.2%
Nc1nc(SCC(=O)Nc2ccccc2)nc2nc3c(cc12)CCCC3	-0.4%	1.9%	-15.4%	-26.8%	0.1	-3.3	0.2	-0.1%

Look-ups from the list:
PI5P4K alpha inh, Cc1c(NC(=O)NCCN2C(=O)C3C4C=CC(C4)C3C2=O)c(=O)n(-c2ccccc2)n1C (stereo not given) is entered as -4.5
EPAC1 agonist, CC(=O)c1cc(-c2ccccc2)n(CC(=O)NC(C)(C)C)c1C is entered as 7.0%

The listing picks up, starting 2 compounds before the break.
SMILES	PLK1 PBD inh	EPAC2 agonist	WRN helicase inh	EPAC1 antagonist	CCT chaperon mod	IL2 activator	PI5P4K alpha inh	EPAC1 agonist
Oc1ccc2ccccc2c1CN1CCOCC1	26.7µM*	6.3%	-12.5%	-13.5%	-1.4	-2.5	-6.4	4.2%
Nc1nc(SCC(=O)Nc2ccccc2)nc2nc3c(cc12)CCCC3	-0.4%	1.9%	-15.4%	-26.8%	0.1	-3.3	0.2	-0.1%
CC(=O)c1c(C)[nH]c(C(=O)OC(C)C(=O)Nc2ccc(C)c(S(=O)(=O)N3CCOCC3)c2)c1C (stereo not given)	-4.6%	16.2%	3.6%	-5.3%	0.5	-0.4	1.8	2.0%
O=C(NCCCn1cccn1)C1CCC(=O)N(Cc2cccc(C(F)(F)F)c2)C1 (stereo not given)	3.3%	-6.1%	8.3%	10.0%	1.5	-2.1	2.6	-11.0%
O=C(CN1C(=O)S/C(=C\c2ccccc2Cl)C1=O)NCCCn1ccnc1	0.0%	3.6%	-7.8%	-5.4%	-2.1	-3.0	-4.7	0.7%
CCCCN1C(=O)C(CC(=O)NCCc2ccccn2)CC(C(=O)N(CC)CC)=C1C (stereo not given)	-3.6%	-4.7%	3.8%	22.3%	1.7	3.2	-3.7	-5.3%
O=C1CCCc2c1[nH]c1c(Br)cccc21	-0.6%	8.1%	-0.7%	3.7%	-1.3	1.3	-3.0	5.8%
CCc1cccc2c(C(=O)C(F)(F)F)cn(CC(=O)NCC3CCCO3)c12 (stereo not given)	3.5%	7.2%	6.0%	-10.0%	-0.3	-0.8	-1.1	-3.6%
Cn1c(-c2ccc(F)cc2)cnc1NCc1ccccc1	4.2%	5.6%	-0.6%	2.2%	-0.3	-3.2	.	9.7%
CS(=O)(=O)N1CCc2cc(S(=O)(=O)Nc3ccc4oc5c(c4c3)CCCC5)ccc21	-7.1%	23.0%	-21.3%	-9.0%	0.1	-1.4	.	?
CC(COc1cccc2ccccc12)CN1CCN(C)CC1 (stereo not given)	-15.8%	4.7%	8.2%	12.3%	0.4	-3.1	.	-1.8%
CCN(CC)C(=O)Cn1c(=O)n(CCC(=O)Nc2ccc(F)cc2)c(=O)c2sccc21	1.8%	-5.3%	1.3%	-4.3%	1.9	-0.9	-1.1	-0.4%
O=C(CC1SC(N2CCOCC2)=NC1=O)Nc1ccc(F)cc1 (stereo not given)	-7.9%	9.4%	-6.9%	-9.4%	-4.7	-4.9	-6.6	0.5%
CCc1nnc(NC(=O)CSc2nc(SC)ns2)s1	-7.8%	4.4%	0.6%	-17.4%	-2.6	-3.4	-3.7	-4.4%
O=C(CC1C(=O)NCCN1Cc1ccoc1)NCCc1ccc(Cl)cc1 (stereo not given)	-25.4%	-2.4%	-12.1%	-4.9%	-1.2	-3.3	5.5	3.2%
O=C1NC(c2ccc(Cl)cc2)=COc2ccccc21	-5.1%	-4.3%	-19.2%	-2.5%	-3.1	-0.7	-0.2	5.1%
CN(C)CC1(C)Cc2ccsc2C1O (stereo not given)	6.4%	1.2%	1.1%	-1.6%	-4.1	0.2	-1.8	4.8%
CC1Sc2ccc(S(=O)(=O)N3CCC(C(=O)N(C)Cc4ccco4)CC3)cc2NC1=O (stereo not given)	-9.5%	-1.3%	-1.0%	-21.4%	1.5	-4.5	-0.9	0.5%
C=CCOc1ccc(/C=C/C(=O)OCC(=O)NNC(=O)c2ccccc2F)cc1	1.7%	3.3%	-12.1%	0.5%	0.4	-0.3	-4.1	-0.9%
CCC(=O)Nc1ccc(N2CCCCC2)c(C(=O)Nc2ccccc2C)c1	-1.0%	-3.3%	4.2%	-3.4%	0.6	-0.3	.	-6.6%
Cc1cc(C)cc(-n2nc(C)cc2N)c1	-0.8%	8.4%	-4.0%	0.0%	1.1	0.0	.	7.1%
COc1cc(NS(=O)(=O)c2cc(C)ccc2OC)c(OC)cc1Cl	-2.2%	18.3%	-2.1%	-21.5%	1.6	-1.9	2.9	-3.9%
CCN(CC)CCn1c2c(c(SCC(=O)Nc3nc(C)cs3)nc1=O)CCC2	-5.1%	-0.4%	-7.5%	0.2%	-16.6	0.6	6.4	13.7%
CCC(C(=O)N1CCOCC1)n1nc(C)c2c(C)n(-c3ccccc3)nc2c1=O (stereo not given)	-2.0%	7.0%	1.6%	3.7%	-1.4	0.6	-6.6	1.1%
Cc1cc(C)c2nc(N3CCCN(C(=O)c4ccco4)CC3)c(C#N)cc2c1	?	12.8%	-32.0%	-6.2%	-2.0	0.2	?	7.0%

Reformatted: entries from further up.
Results follow in this order: PLK1 PBD inh | EPAC2 agonist | WRN helicase inh | EPAC1 antagonist | CCT chaperon mod | IL2 activator | PI5P4K alpha inh | EPAC1 agonist
O=C1CCCc2c1[nH]c1c(Br)cccc21
 : -0.6% | 8.1% | -0.7% | 3.7% | -1.3 | 1.3 | -3.0 | 5.8%
CCc1cccc2c(C(=O)C(F)(F)F)cn(CC(=O)NCC3CCCO3)c12 (stereo not given)
 : 3.5% | 7.2% | 6.0% | -10.0% | -0.3 | -0.8 | -1.1 | -3.6%
